TNAP activators: human TNAP enzyme activators, primary screen, biochemical, luminescent, no phosphate acceptor, uHTS (AID 1001) | purified TNAP, luminescent activation assay, no phosphate acceptor; higher activation fold means a stronger effect | 200,000 tested, 0.03% active | activation fold at 20 µM, or EC50 in µM where a hit was titrated; in the data active means activation fold from about 3, or a potency from the dose series; inactive means the rest, 99 in 100 with activation fold below about 1.6; further: many of its hits are not listed in these tables
Dynein transport: dynein cargo transport inhibition; z-score, hits read low; AID 1381; 220,000 tested, 0.47% active; 3617.4 mouse cells, GR-EGFP nuclear translocation imaging; test concentration mostly 20 µM; stimulated with dexamethasone, 1 µM; hits give low values;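 active means plate z-score of nuclear minus cytoplasmic receptor signal below a set negative limit, without overly bright fluorescence or cell loss, cut at about -3.5 in these data, passing the limit was not always enough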;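 further: z-score of nuclear minus cytoplasmic ring GR-EGFP intensity difference per well; some compounds called inactive have numbers as strong as hits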
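Medium: Induction medium lacking tetracycline, stripped serum | Probe or stimulus: 1.0 µM final dexamethasone stimulus | Schedule: 48 h induction, then 1 h compound, then 30 min agonist, 37 °C | Signal: Automated 10x imaging of fixed Hoechst-stained cells | Evaluation: Per-cell GR-EGFP intensity, nucleus versus surrounding cytoplasmic ring, well-averaged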
T cell modulator: T cell immune modulation candidate. 2C CD8+ T cell-vesicle binding, flow cytometry; hits give low values. calls only at 7 µM. AID 2052. 330,000 tested, 0.068% active;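 active means response, share of CD8 T cells binding vesicles, and their 90th percentile fluorescence all below set limits, cut at about 80% in these data, passing the limit was not always enough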
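material = purified 2C TCR transgenic mouse naive CD8+ T cells | controls = Unloaded micro-vesicles (low), QL9 vesicles with 0.7% DMSO (high) | detection = cytometric PE anti-B7-1 and Alexa647 anti-CD8 signals after 1% paraformaldehyde fixation | incubation = binding step 1.5 h, 37 °C, antibody labelling 20 min, ice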
Ins promoter up: MIN6 insulin promoter up-regulation; MIN6 insulin promoter-GFP reporter, high-content imaging; hits give high values; z-score at 5 µM; 190,000 tested, 0.3% active;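 active means z-score above 3 at 5 µM with at least 500 cells counted in the well; inconclusive means wells under 500 cells, flagged as cytotoxic or low count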
MT stabilize HCS: microtubule stabilization, imaging screen. HeLa tubulin immunostaining HCS, 24 h; share of cells brighter than vehicle mean+2SD. % tubulin-high responders, % at 10 µM. 200,000 tested, 0.83% active;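 active means plate Z-score above 3 for both tubulin-high and condensed-nucleus cell shares, with cell loss under 80%, at 10 µM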;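 further: anti alpha tubulin signal scored within the nucleus-defined area of each cell; some results filed as inactive read as strong as hits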
human PMI inhibition: MPI enzyme activity inhibition – biochemical, fluorescence intensity, coupled assay, primary screen (AID 1209). purified PMI enzyme, coupled fluorescence intensity; higher % means a stronger effect. one-dose inhibition, % at 20 µM; IC50 in µM for titrated hits. 190,000 tested, 0.42% active; in the data active means inhibition above about 50%;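 further: plate controls were DMSO vehicle for no effect and wells lacking substrate for full effect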
Myeloid diff 2: promotes myeloid progenitor differentiation; AID 624256; 360,000 tested, 1% active; ER-HoxA9 myeloid progenitors, lysozyme-GFP differentiation, flow cytometry; calls only at 10 µM;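 active means normalized GFP-positive differentiation at or above the plate's own cutoff, the solvent-only control mean plus 3 SD; inconclusive means no clear call, values can overlap the other calls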;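 further: cells exposed to compound for four days before flow analysis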
b-catenin transl: beta-catenin nuclear translocation modulation. nuclear translocation activity, % at 5 µM. HeLa beta-catenin nuclear translocation, immunofluorescence imaging. 190,000 tested, 0.3% active;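 active means nuclear translocation activity above 50% at 5 µM, with a well cell count of 50 or more; inconclusive means wells under 50 cells across six images, flagged as toxic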;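 further: per-cell ratio of nuclear to cytoplasmic median beta-catenin stain intensity; plate controls were DMSO negative control for no effect and GSK-3 inhibitor IX positive control for full effect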
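System: HeLa cells, endogenous beta-catenin; compound dosing: 5 µM primary single dose, 0.1% DMSO, 0.02–20 µM confirmation series; incubation: 24 h compound exposure at 37°C, 5% CO2; signal: beta-catenin immunofluorescence imaging with DAPI; evaluation: % activation, nuclear-to-cytoplasmic median beta-catenin signal ratio per cell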
Lipid droplet: modulators of hepatic lipid droplet formation | AML12 mouse hepatocytes, oleate lipid droplets, BODIPY imaging | 240,000 tested, 0.4% active | inhibition, % at 6.5 µM;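 active means lipid droplet intensity inhibited by at least 50%, with more than 500 cells counted; inconclusive means wells with under 300 cells, treated as cytotoxic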
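material = mouse AML12 hepatocyte cell line, fixed after treatment | also added = 100 µM oleic acid challenge | doses = compound at 6.5 µM only | schedule = overnight exposure | technique = Image-based BODIPY and DAPI two-channel analysis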
Dynein transport cytoplasmic EGFP: recorded beside Dynein transport, whose call it bears; z-score; measured here: cytoplasmic GR-EGFP intensity; hits give high values
Dynein transport nuclear GR-EGFP: second read-out of Dynein transport, no call of its own (marks repeat the call); z-score; measured here: nuclear GR-EGFP intensity;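 lower value marks the stronger effect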
Dynein transport cell count: further read-out of Dynein transport, marked with its call; z-score; measured here: cell count per field
Ins promoter up cell count: recorded beside Ins promoter up, whose call it bears; cell count; measured here: cytotoxicity, nuclei count;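 total cells summed across four imaged fields per well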
Lipid droplet cells 6.5 µM: further read-out of Lipid droplet, marked with its call; cell count; measured here: cell count, cytotoxicity flag;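 cells counted across two imaged fields per well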
b-catenin transl cell count 5 µM: also measured in b-catenin transl; calls as there; cell count; measured here: cell count, cytotoxicity flag
T cell modulator vesicle-bound %: second read-out of T cell modulator, no call of its own (marks repeat the call); double positive events, %; measured here: CD8+ vesicle-bound cell fraction;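 binding gate set so that unloaded-vesicle control wells show 10% double positive cells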
MT stabilize HCS Hoechst-high %: also measured in MT stabilize HCS; calls as there; % Hoechst-high responders; measured here: nuclear condensation Hoechst responders;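 share of cells brighter than vehicle mean plus two SD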
MT stabilize HCS cytotoxicity %: further read-out of MT stabilize HCS, marked with its call; toxicity, %; measured here: cytotoxicity by cell density;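 0% = mean cell density of plate MIN control wells and 100% = no cells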
Myeloid diff 2 GFP+ MAC1+ %: also measured in Myeloid diff 2; calls as there; GFP+ MAC1+ double positive, %; measured here: differentiation confirmed by MAC1 staining
The depositor's hits bear a star; i = inactive; ? = inconclusive; / = no result given; + = active, no number.

Start of the data: the first two compounds, to show the layout:
SMILES	TNAP activators	Dynein transport	Dynein transport cytoplasmic EGFP	Dynein transport nuclear GR-EGFP	Dynein transport cell count	T cell modulator	T cell modulator vesicle-bound %	Ins promoter up	Ins promoter up cell count	MT stabilize HCS	MT stabilize HCS Hoechst-high %	MT stabilize HCS cytotoxicity %	human PMI inhibition	Myeloid diff 2	Myeloid diff 2 GFP+ MAC1+ %	b-catenin transl	b-catenin transl cell count 5 µM	Lipid droplet	Lipid droplet cells 6.5 µM
CCCNC(=O)NC1CCCc2ccccc21 (stereo not drawn)	1.1	-1.8	-0.192	-0.179	0.238	i	46.3	-0.75	1742	3.1	1.8	6.0	1.1%	i	0.3	-0.9	1062	-0.5	700
N#Cc1cc2c(nc1SCc1cccnc1)CCCCC2	1	-0.238	-0.223	-0.283	0.769	i	43.8	1.27	1236	3.0	1.5	3.4	17.3%	i	5.0	-4.9	1078	0.4	750

All compounds of this part, from the first entry:
SMILES	TNAP activators	Dynein transport	Dynein transport cytoplasmic EGFP	Dynein transport nuclear GR-EGFP	Dynein transport cell count	T cell modulator	T cell modulator vesicle-bound %	Ins promoter up	Ins promoter up cell count	MT stabilize HCS	MT stabilize HCS Hoechst-high %	MT stabilize HCS cytotoxicity %	human PMI inhibition	Myeloid diff 2	Myeloid diff 2 GFP+ MAC1+ %	b-catenin transl	b-catenin transl cell count 5 µM	Lipid droplet	Lipid droplet cells 6.5 µM
CCCNC(=O)NC1CCCc2ccccc21 (stereo not drawn)	1.1	-1.8	-0.192	-0.179	0.238	i	46.3	-0.75	1742	3.1	1.8	6.0	1.1%	i	0.3	-0.9	1062	-0.5	700
N#Cc1cc2c(nc1SCc1cccnc1)CCCCC2	1	-0.238	-0.223	-0.283	0.769	i	43.8	1.27	1236	3.0	1.5	3.4	17.3%	i	5.0	-4.9	1078	0.4	750
Cc1cccc(C)c1NS(=O)(=O)c1ccc(OCCNS(C)(=O)=O)cc1	1.1	-0.144	-0.262	0.142	0.0251	i	52.3	0.69	1338	3.6	2.0	5.7	-4.2%	i	0.3	0.1	1078	-9.0	737
Cc1ccc(NC(=O)N2CCCC2c2cccs2)cc1 (stereo not drawn)	1.1	-0.714	1.67	-0.599	0.931	i	1.8	0.38	1249	3.9	1.8	6.9	7.4%	i	0.3	-1.2	1147	-2.2	694
O=C1C2C3c4ccccc4C(c4ccccc43)C2C(=O)N1CN1CCOCC1 (stereo not drawn)	0.9	-0.225	-0.248	0.0989	-0.447	i	6.6	-0.32	982	4.1	2.3	5.6	0.3%	i	1.1	0.3	780	/	/
COc1ccc(CCNC(=O)c2ccc(CN3CCC(Cc4ccccc4)CC3)cc2)cc1	1.1	-0.0816	-0.223	0.104	0.251	i	28.5	-0.07	1167	2.2	2.5	5.6	-12.7%	i	0.5	-4.2	565	-3.7	637
O=C1C2C3C=CC(C3)C2C(=O)N1c1ncn[nH]1 (stereo not drawn)	1.3	-0.604	-0.214	-0.279	0.961	i	33.1	0.64	1573	4.0	3.4	6.5	-6.4%	i	6.3	2.8	1367	/	/
OC(c1ccccc1)C1CN(Cc2ccccc2)CCC1(O)c1ccccc1 (stereo not drawn)	1.1	0.000139	-0.237	0.0226	0.339	i	35.1	-0.78	1287	3.1	2.4	0.7	-0.2%	i	7.6	-1.5	1221	-3.9	721
CN(CC(=O)NCCc1ccccc1)S(=O)(=O)c1ccc(Br)cc1	1.1	-0.355	-0.221	-0.276	0.362	i	42.0	-0.47	1582	2.2	2.3	8.0	11.8%	i	1.4	3.0	1336	/	/
C=CCOC(=O)C1=C(C)NC(SCC(=O)Nc2nccs2)=C(C#N)C1c1cccs1 (stereo not drawn)	1.2	-0.403	-0.132	-0.33	0.66	i	45.8	-0.35	1312	3.3	1.1	4.5	3.1%	i	0.5	-0.6	973	/	/
CC(=O)c1c(C(C)=O)c(C)n(-c2nc(-c3ccc(Br)cc3)c(C)s2)c1C	1.1	-0.311	-0.0097	0.195	0.159	i	39.7	/	/	2.0	1.2	6.6	4.6%	i	0.7	-11.2	1180	1.7	769
COc1ccc(C(=O)NNC(=O)CN2CCC(n3nnc4cc(C)ccc43)CC2)cc1	2.3	-0.0412	-0.21	0.212	-0.514	i	31.5	-0.33	1552	1.2	2.1	8.3	5.5%	i	0.6	-2.3	1149	26.5	709
Cc1ccccc1C(=O)NNC(=O)/C=C/c1ccccc1	2.1	0.7	-0.34	0.275	-0.761	i	61.0	-0.61	1174	3.3	3.2	9.5	-4.9%	i	0.3	-1.1	1073	-14.1	694
Cc1nn2c(NC(C)C)c3c(nc2c1-c1ccccc1)CCC3	/	0.414	-0.191	-0.0306	-0.401	i	46.7	-1.35	1086	/	/	/	/	i	0.1	-0.1	1312	14.1	780
COc1ccc(/C=N/OC/C(O)=C(\C#N)c2nc3ccccc3[nH]2)cc1OC	1.1	0.562	-0.2	0.352	-0.342	i	43.2	/	/	3.7	3.0	5.1	17.8%	i	0.5	16.3	959	-0.1	687
C=CCOC(=O)C1=C[C@H](c2cn(C(C)=O)c3ccccc23)[C@@H](CCCO)[C@H](OCC)O1	1	-0.503	-0.325	0.00464	0.175	/	/	0.11	1336	3.4	2.3	6.5	22.7%	i	0.8	-0.6	1159	-24.6	683
CC(C)OC(=O)C1C(=O)CC(C)(O)C(C(=O)OC(C)C)C1c1cccnc1 (stereo not drawn)	1.1	-0.838	0.575	-0.0326	0.603	i	35.6	-0.05	1685	6.0	2.0	1.4	4.9%	i	1.0	-0.2	1332	/	/
COc1ccc(Cl)cc1NC(=O)COC(=O)c1cc(NS(=O)(=O)c2cccs2)ccc1O	0.8	-0.745	-0.198	-0.646	0.911	i	43.2	/	/	4.3	1.9	0.7	4.4%	i	0.2	-0.3	960	-15.6	526
CSc1cccc(NCc2ccc([N+](=O)[O-])cc2)c1	1.1	-0.294	4.88	0.804	-1.07	i	58.7	0.23	1359	4.0	2.0	0.9	30.9%	i	0.5	0.0	1465	3.0	741
CN(C)CCCNc1cn[nH]c(=O)c1Cl	1.1	-0.277	-0.351	0.136	0.325	i	25.9	/	/	1.1	1.1	5.2	2.4%	i	0.3	2.2	896	14.9	825
O=C(N/N=C/c1ccco1)c1cc(-c2ccccc2)n[nH]1	0.1	0.0865	-0.264	-0.587	0.14	i	25.3	0.11	1171	2.9	3.0	2.5	7.0%	i	0.9	-1.6	1214	4.9	749
CCOc1ccc(N(CC(=O)N2CCCC2)S(=O)(=O)c2c(C)noc2C)cc1	1.1	0.363	-0.235	0.205	0.0757	i	38.8	-0.15	1024	2.9	4.2	7.9	-3.1%	i	2.8	/	/	/	/
CCc1ccc(-c2nn(-c3ccccc3)cc2CSC(=N)N)cc1	0.9	-3.36	1.94	-1.73	-4.21	i	40.5	?	/	11.2	10.6	19.7	12.2%	/	/	/	/	19.2	675
Cn1c(SCC(=O)c2ccccc2)nnc1C1COc2ccccc2O1 (stereo not drawn)	/	-0.382	-0.258	-0.425	0.73	i	14.0	0.73	1503	/	/	/	/	i	0.7	-0.2	1025	-10.0	725
COc1ccc(C(C)=O)cc1CN1CCCCC1	1	-0.255	-0.231	-0.181	0.207	i	49.2	0.17	1140	2.7	1.5	6.3	-24.5%	i	1.5	-0.6	1092	5.9	756
Cc1nc(N2CCCCC2)c2sc(=S)n(C)c2n1	1.2	0.9	-0.0436	0.913	-1.07	i	22.8	-1.08	2048	5.0	2.3	4.2	6.2%	i	3.1	-4.1	1110	8.5	662
Cc1nc(=O)c(-c2ccccc2)c(C)n1-c1ccc(Br)cc1	/	1.07	-0.214	0.364	-0.679	i	47.9	0.08	1063	/	/	/	/	i	0.3	0.2	1276	5.8	748
O=C(N/C(=C\c1ccc([N+](=O)[O-])cc1)C(=O)N1CCCCC1)c1ccccc1	1.1	-0.301	-0.301	-0.0523	0.751	i	37.4	0.04	1310	1.2	1.9	11.3	-4.9%	i	0.2	0.7	844	11.3	695
COc1cccc(NC(=O)N(CCN(C)C)C(C)c2cccnc2)c1 (stereo not drawn)	/	-0.0939	-0.185	0.338	-0.0326	i	53.3	0.38	987	/	/	/	/	i	0.5	-1.0	1345	24.7	730
CCC(=O)c1cn(CC(=O)NCc2ccco2)c2ccccc12	1.1	-0.153	-0.225	-0.14	0.175	i	44.2	1.15	1155	1.6	1.3	7.6	-1.7%	i	1.0	-0.4	1197	20.5	769
CCCC(=O)Nc1ccc(C(=O)N2CCCC2)cc1	1.2	-0.188	-0.227	0.21	0.127	i	54.1	-0.57	1270	2.8	1.1	1.0	2.3%	i	0.9	/	/	4.5	717
CC(C)(C)NC(=S)N/N=C\c1ccc(-c2ccc([N+](=O)[O-])cc2)o1	/	-5.97	28.1	2.07	-0.607	i	28.4	/	/	/	/	/	/	+	1.8*	-0.6	1374	3.3	656
O=S(=O)(Nc1ccc(O)c(Sc2nc3ccccc3s2)c1)c1cccc2ccccc12	1	-0.451	-0.175	-0.335	-0.575	i	33.5	-0.98	1356	4.4	3.2	4.8	3.8%	i	0.4	4.3	940	9.9	594

Screening results from PubChem.
